TRPC4 inh: inhibitors of mouse TRPC4 channel; HEK293 TRPC4beta/mu-opioid, DAMGO-evoked Fluo4 calcium flux; stronger effect = lower value; Q9QUQ5; B-score at 10 µM; actives 0.39% (n = 300,000);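 active = B-score over 3 SD under the library average, no early fluorescence shift, positive overall ratio signal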
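Test system – stable TRPC4beta/mu-opioid receptor HEK293 cells · Probe or stimulus – DAMGO, a submaximal dose followed by a maximal one · Dosing – one concentration per compound · Signal – Fluo4 calcium fluorescence by kinetic imaging, 5 s 1 Hz baseline · Evaluation – per-well B score of integrated baseline-normalized Fluo4 ratio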
Dyrk1A ADPGlo: blocks rat Dyrk1A kinase activity; inhibition, % at 12.5 µM; ADP-Glo luminescence, NFATc1 peptide; actives 0.43% (n = 310,000); Q63470; in the data active = inhibition above about 50%;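 also: plate controls were vehicle with enzyme for no effect and no enzyme for full effect; many of its hits are not listed in these tables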
KCNQ1 block: human KCNQ1 channel inhibition | P51787 | CHO-K1 KCNQ1, FluxOR thallium flux fluorescence; stronger effect = higher value | B-score at 10 µM | actives 1.3% (n = 310,000);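 active = compounds whose thallium flux B-score, printed positive for inhibition, exceeds three library SD while starting fluorescence stays within three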;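 also: channel opened by potassium depolarization with thallium stimulus after 20 min compound exposure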
Target sequence (P51787 whole entry, looked up): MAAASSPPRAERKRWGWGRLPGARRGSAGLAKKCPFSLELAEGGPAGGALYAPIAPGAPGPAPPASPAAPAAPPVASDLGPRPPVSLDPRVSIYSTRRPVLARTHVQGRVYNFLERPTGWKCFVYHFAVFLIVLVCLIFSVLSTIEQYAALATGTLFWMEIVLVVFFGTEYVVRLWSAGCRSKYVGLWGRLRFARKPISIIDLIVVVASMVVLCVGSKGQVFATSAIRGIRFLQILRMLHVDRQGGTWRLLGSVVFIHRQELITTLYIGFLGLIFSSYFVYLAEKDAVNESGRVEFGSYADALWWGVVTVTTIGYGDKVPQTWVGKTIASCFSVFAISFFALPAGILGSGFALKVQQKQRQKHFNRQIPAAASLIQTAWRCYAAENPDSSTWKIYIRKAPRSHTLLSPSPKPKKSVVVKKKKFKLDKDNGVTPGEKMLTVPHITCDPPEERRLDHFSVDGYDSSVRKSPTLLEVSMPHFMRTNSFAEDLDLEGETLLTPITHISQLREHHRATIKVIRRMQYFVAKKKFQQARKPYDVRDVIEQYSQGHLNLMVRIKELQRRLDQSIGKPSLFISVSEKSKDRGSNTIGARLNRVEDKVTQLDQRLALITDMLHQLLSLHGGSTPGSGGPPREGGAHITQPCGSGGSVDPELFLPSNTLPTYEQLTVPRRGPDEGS
Platelet DG rel: modulates dense granule release in human platelets. human platelet-rich plasma, SFLLRN dense granule ATP release, luminescence. inhibition, %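 (compounds screened at 7.5 µM in platelet-rich plasma)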. actives 0.22% (n = 300,000). AID 1663;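 active = mean replicate score, as percent of positive control, at or above 50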
TRPC4 potent: allosterically enhances the mouse TRPC4 cation channel; Q9QUQ5; HEK293 TRPC4beta/mu-opioid, DAMGO EC20, Fluo-4 Ca2+ flux; stronger effect = higher value; B-score at 10 µM; actives 0.42% (n = 310,000);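 active = B-score of calcium response area above 5 SD of library B-scores, with initial fluorescence ratio within 5 SD of library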;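 also: B-score of integrated fluorescence ratio over time as area under calcium response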
hERG rescue: hERG (human) protection from proarrhythmic block; actives 0.51% (n = 310,000); CHO-hERG, FluxOR thallium flux, dofetilide IC70 present; activation (rescue from dofetilide block), less the hit threshold, % at 10 µM;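 active = activation above the mean of controls blocked by dofetilide plus 5 SD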;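 also: thallium influx through hERG after potassium depolarization seen as dye fluorescence rise; in these data hits start at about 4.7%; inactives centre near -7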
KCNQ1 act: human KCNQ1 channel potentiation or activation; P51787; CHO-K1 KCNQ1, thallium flux FluxOR fluorescence; stronger effect = higher value; B-score at 10 µM; actives 0.35% (n = 310,000);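 active = fluorescence ratio B-score, a plate-corrected score, at least three library SD, with initial intensity B-score within 5 SD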
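Assay system: CHO-K1 cells stably expressing KCNQ1; Medium: assay buffer with matched DMSO; Also added: K+/Tl+ depolarizing stimulus; Dosing: single dose; Timing: dye 90 min, compound 20 min, room temperature; Measured by: kinetic FluxOR thallium fluorescence, 10-s 1-Hz baseline, 110-s post-stimulus read; Read-out: peak-minus-minimum fluorescence over initial fluorescence, negative-control normalized, B-scored.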
PolyA inh: inhibitors of polyadenylation in S. cerevisiae. S. cerevisiae SKY197-pL101 polyadenylation reporter, beta-gal luminescence; efflux-impaired pdr1/pdr3 knockout yeast; score 100 = 6 SD above DMSO. calls only at 12 µM. actives 0.02% (n = 300,000). AID 1875;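 active = lowest replicate activity score at least 50, where 100 means six control SD above control mean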;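 also: yeast exposed to compound for 9 h at 30 °C; higher score means more reporter readthrough which indicates perturbed polyadenylation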
TRPC4 agonist: TRPC4 (mouse) channel activation; Q9QUQ5; HEK293 TRPC4beta/mu-opioid, Fluo4 calcium fluorescence; stronger effect = higher value; B-score at 10 µM; actives 0.49% (n = 310,000);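 active = B-score above 5 SD of library B-scores, and initial fluorescence ratio not above library mean plus 5 SD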;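 also: positive B-score marks a calcium rise read as TRPC4 activation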
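System – HEK293 cells stably co-expressing mouse TRPC4beta and mu-opioid receptor · Signal – Fluo4 calcium-sensitive dye fluorescence, kinetic, 1 Hz baseline · Benchmarks – buffer (low) and maximal DAMGO (high) · Read-out – B score of integrated fluorescence ratio per well · Incubation – dye loading 45 min room temperature, 110 s kinetic read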
KCNK9 inh: blocks the human KCNK9 two-pore domain potassium channel; Q9NPC2; HEK293 KCNK9, FluxOR thallium flux fluorescence; stronger effect = lower value; B-score at 10 µM; actives 1.2% (n = 310,000); AID 488922;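 active = ratio B-score over 3 SD below the library mean, with starting fluorescence within 5 SD of its mean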;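 also: negative B-score means less thallium flux so channel inhibition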
KCNK3 block: human KCNK3 channel inhibition, primary screen; B-score at 10 µM; CHO-KCNK3 thallium flux, FluxOR fluorescence; stronger effect = lower value; AID 602410; O14649; actives 0.84% (n = 340,000);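 active = B-score under library mean minus 4 SD, starting fluorescence ratio at most library mean plus 5 SD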;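 also: more negative B-score means stronger inhibition of thallium flux through KCNK3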
Target sequence (O14649 whole entry, looked up): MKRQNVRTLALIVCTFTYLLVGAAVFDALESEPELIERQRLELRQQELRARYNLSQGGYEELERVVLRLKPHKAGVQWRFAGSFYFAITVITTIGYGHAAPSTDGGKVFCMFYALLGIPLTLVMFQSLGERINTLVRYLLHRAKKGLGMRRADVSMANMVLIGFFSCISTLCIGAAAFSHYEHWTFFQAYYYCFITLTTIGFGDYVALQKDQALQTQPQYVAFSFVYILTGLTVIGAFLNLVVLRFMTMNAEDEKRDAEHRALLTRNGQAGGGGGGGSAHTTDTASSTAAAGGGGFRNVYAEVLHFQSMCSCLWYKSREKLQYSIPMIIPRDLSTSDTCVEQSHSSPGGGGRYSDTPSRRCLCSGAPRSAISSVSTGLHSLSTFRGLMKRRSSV
* marks the source's active call; other numbers are inactive results; i = inactive; / = no result given. The list is partial (hit frequency here may not be typical).

No.	SMILES	TRPC4 inh	Dyrk1A ADPGlo	KCNQ1 block	Platelet DG rel	TRPC4 potent	hERG rescue	KCNQ1 act	PolyA inh	TRPC4 agonist	KCNK9 inh	KCNK3 block
1	Cc1cccc(NC(=O)c2ccc(S(=O)(=O)N(C)C)cc2)c1	i	3	i	5	i	-9	i	i	i	i	i
2	CC1(C)CC(=O)N(c2cc(Cl)cc(Cl)c2)C(=O)C1	i	-1	i	-10	i	-5	i	i	i	i	i
3	COc1cc(/C=C/C(=O)c2ccc([N+](=O)[O-])o2)ccc1O	i	/	i	-11	i	-8	i	i	i	i	i
4	CC(CCc1ccccc1)NC(=O)c1ccc2nc(N3CCOCC3)sc2c1 (stereo not given)	i	-2	i	-1	i	-11	i	/	i	i	i
5	COc1ccc(/C=C/c2nnc(NC(=O)CSc3ccc(C)cc3)s2)cc1	i	-6	i	6	i	-14	i	i	i	i	i
6	COc1cc(N2CCCC2)ccc1C=O	i	/	i	11	i	-14	i	i	i	i	i
7	COc1ccc(OCC(=O)NNC(=O)Cc2coc3cc(OC)ccc23)cc1	i	-5	i	-7	i	-8	i	i	i	i	i
8	COc1ccc(/C=C/C(=O)O)cc1S(=O)(=O)N1CCCc2ccccc21	i	-4	i	-1	i	-6	i	i	i	i	i
9	CC(=O)N1CCN(C(=O)c2cc(C)nc3ccccc23)CC1	i	-3	i	2	i	-2	i	i	i	i	i
10	CCC(=O)Nc1ccc(N2CCN(C(=O)c3ccccc3C)CC2)cc1	/	3	i	-6	i	-8	i	i	i	i	i
11	COc1ccc(-n2ccc(=O)c3c2CCCC3=O)cc1	i	5	i	-5	i	-4	i	i	i	i	i
12	CCOc1ccc(C(=O)N[C@H](C(=O)Nc2ccc(OC)c(S(=O)(=O)N3CCOCC3)c2)C(C)C)cc1	i	-3	i	0	i	-7	i	i	i	i	i
13	COc1ccccc1OCCNC(=O)C(=O)c1c[nH]c2ccccc12	i	10	i	-2	i	-8	i	i	i	i	i
14	COC(=O)CSc1nc2ccc(NC(C)=O)cc2s1	i	8	i	6	i	-5	i	i	i	i	i
15	CCCc1nc(SCc2ccc(OCC)cc2)n[nH]1	i	-1	i	-7	i	0	i	i	i	i	i
16	COC(=O)c1ccc(NC(=O)CCS(=O)(=O)c2ccc(Br)s2)cc1	i	0	i	0	i	-11	i	i	i	i	i
17	Cc1ccc(OCc2cc(C(=O)NC(C)Cc3cnccn3)no2)cc1C (stereo not given)	i	-1	i	-2	i	-10	i	i	i	i	i
18	CC(C)(C)c1ccc(-n2ncc3c2CCCC3NC(=O)CCCn2cncn2)cc1 (stereo not given)	i	7	i	-11	i	-12	i	i	i	i	i
19	COc1ccc(N(C(=O)c2ccccc2OC(C)=O)C(C)C2CC2)cc1 (stereo not given)	i	-3	i	6	i	-7	i	i	i	i	i
20	CCN(CC)S(=O)(=O)c1cccc(NC(=O)c2ccc(SC)cc2OC)c1	i	-7	i	0	i	-4	i	i	i	i	i
21	CCN(CC)CCNC(=O)C1c2ccccc2Oc2ccccc21	i	2	i	-9	i	-6	i	i	i	i	i
22	CCCCn1nc2cc(C(=O)NCc3ccc4c(c3)OCO4)ccc2c1OCC	i	2	i	-1	i	-7	i	i	i	i	i
23	O=c1c(O)cccc2cc(O)c(O)c(O)c12	i	82*	i	2	i	-13	i	i	i	i	i
24	CCN1CCN(C(=S)c2ccc(OCC(=O)Nc3ccc(OC)cc3)cc2)CC1	i	-6	i	1	i	-4	i	i	i	i	i
25	O=C(CSc1nc(-c2ccccc2)cs1)Nc1ccccc1[N+](=O)[O-]	i	1	i	1	i	-4	i	i	i	i	i
26	CCN(CC)C1CCN(C(=O)CCn2nnnc2CN2CCOCC2)C1 (stereo not given)	i	2	i	17	i	-2	i	i	i	i	i
27	CN(Cc1c(F)cccc1Cl)C(=O)c1ccc(NS(=O)(=O)c2ccc3[nH]c(=O)[nH]c3c2)cc1	i	15	i	-7	i	-6	i	i	i	i	i
28	C#CCNC(=O)c1cccn1-c1ncc(C(F)(F)F)cc1Cl	i	2	i	-1	i	-7	i	i	i	i	i
29	CCCc1n[nH]c(=S)n1Cc1ccco1	i	0	i	11	i	-14	i	i	i	i	i
30	COc1ccc(-c2cc(C(=O)N3CC4(C)CC3CC(C)(C)C4)no2)cc1OC (stereo not given)	i	-2	i	4	i	-11	i	i	i	i	i
31	CC(=O)Nc1ccc(/C(C)=N/NC(=O)C2CC2c2ccccc2)cc1 (stereo not given)	i	14	i	5	i	-8	i	i	i	i	i
32	Fc1ccccc1Cc1noc(CN2CCCC(CN3CCOCC3)C2)n1 (stereo not given)	i	-6	i	0	i	-13	i	i	i	i	i
33	C=CCNC(=O)c1cnc(-c2ccccc2)nc1-c1ccccc1	i	-2	i	0	i	-1	i	i	i	i	i
34	CCC1(C)CC(c2csc(N)n2)CCO1 (stereo not given)	i	0	i	2	i	-4	i	i	i	i	i
35	COc1ccc(C2(c3ccc(OC)cc3)NC(=O)N(Cn3nnc4ccccc4c3=O)C2=O)cc1	i	-7	i	2	i	-8	i	i	i	i	i
36	CC(C)(C)OC(=O)N1CCC[C@H]1C(=O)N/N=C/c1cccc2nccnc12	i	/	i	4	i	-5	i	i	i	i	i
37	Cc1ccc(-n2c(N)c(C(=O)NCc3cccnc3)sc2=S)cc1	i	-3	i	-1	i	-10	i	i	i	i	i
38	CCn1c(/C=C/c2ccc([N+](=O)[O-])o2)nc2ccccc2c1=O	i	4	i	-5	i	-15	i	i	i	i	i
39	N#C/C(=C\c1ccccc1)C(=O)Nc1cc(S(=O)(=O)N2CCOCC2)ccc1N1CCCC1	i	0	i	-2	i	-12	i	i	i	i	i
40	CCOC(=O)C1CCC(CNCc2ccccc2C)CC1 (stereo not given)	i	/	i	11	i	-10	i	i	i	i	i
41	COc1ccc(Cc2nnc(Nc3ccccc3OC)[nH]c2=O)cc1	i	4	i	5	i	-4	i	i	i	i	i
42	O=C(O)c1ccc(NS(=O)(=O)c2ccc3c(c2)OCCCO3)cc1	i	/	i	-4	i	-3	i	i	i	i	i
43	CCC1CN(C(=O)N2CCC(C(=O)NCc3ccc(F)cc3)CC2)c2ccccc2O1 (stereo not given)	i	-5	i	8	i	-14	i	i	i	i	i
44	O=C(CSc1n[nH]c(=O)n1C1CC1)NCc1ccccc1Cl	i	0	i	-2	i	-10	i	i	i	i	i
45	COc1cc(/C=N/NC(=O)CCn2nc(C)cc2C)ccc1O	i	16	i	-1	i	-9	i	i	i	i	i
46	COc1cc(NC(=O)c2ccc(N3CC4CC(C3)c3cccc(=O)n3C4)c(NC(=O)c3ccncc3)c2)cc(OC)c1OC (stereo not given)	i	1	i	0	i	-12	i	i	i	i	i
47	CCc1nnc(NC(=O)CSc2nnc(-c3ccoc3C)n2-c2ccc(C)cc2)s1	i	5	i	7	i	-9	i	i	i	i	i
48	CCc1ccc(C(=O)NCc2cccs2)s1	i	1	i	8	i	-11	i	i	i	i	i
49	CCNC(=O)NCCc1c[nH]c2ccc(Cl)cc12	i	1	i	-3	i	-13	i	i	i	i	i
50	N#Cc1c(N)nc2c3c(sc(=N)c2c1N)NC(=O)CC3c1ccccc1 (stereo not given)	i	10	i	15	i	-8	i	/	i	i	i

A different layout for some results above.
Each structure is followed by: TRPC4 inh | Dyrk1A ADPGlo | KCNQ1 block | Platelet DG rel | TRPC4 potent | hERG rescue | KCNQ1 act | PolyA inh | TRPC4 agonist | KCNK9 inh | KCNK3 block
(27) CN(Cc1c(F)cccc1Cl)C(=O)c1ccc(NS(=O)(=O)c2ccc3[nH]c(=O)[nH]c3c2)cc1
  i | 15 | i | -7 | i | -6 | i | i | i | i | i
(32) Fc1ccccc1Cc1noc(CN2CCCC(CN3CCOCC3)C2)n1 (stereo not given)
  i | -6 | i | 0 | i | -13 | i | i | i | i | i
(45) COc1cc(/C=N/NC(=O)CCn2nc(C)cc2C)ccc1O
  i | 16 | i | -1 | i | -9 | i | i | i | i | i
(47) CCc1nnc(NC(=O)CSc2nnc(-c3ccoc3C)n2-c2ccc(C)cc2)s1
  i | 5 | i | 7 | i | -9 | i | i | i | i | i
(34) CCC1(C)CC(c2csc(N)n2)CCO1 (stereo not given)
  i | 0 | i | 2 | i | -4 | i | i | i | i | i

Further compounds follow:
No.	SMILES	TRPC4 inh	Dyrk1A ADPGlo	KCNQ1 block	Platelet DG rel	TRPC4 potent	hERG rescue	KCNQ1 act	PolyA inh	TRPC4 agonist	KCNK9 inh	KCNK3 block
51	CCOC(=O)C(NC(=O)Nc1ccc(F)cc1F)(Oc1ccccc1)C(F)(F)F (stereo not given)	i	3	i	-28	i	-4	i	i	i	i	i
52	Cn1c(=O)[nH]c(=O)c2c1nc(NC1CCCCC1)n2CCO	i	13	i	-11	i	-9	i	i	i	i	i
53	Cn1c(SCc2nc3ccccc3s2)nnc1-c1cccs1	i	6	i	-6	i	-17	i	i	i	i	i
54	Oc1ccc(-c2csc(-c3c[nH]c4ccccc34)n2)c(O)c1	i	5	i	5	i	-8	i	i	i	i	i
55	C=C(C)CNC(=S)NNC(=O)CCn1c2ccccc2c2ccccc21	i	-1	i	6	i	-9	i	i	i	i	i
56	COc1ccc(CCC(=O)Nc2nccs2)cc1OC	i	-4	i	-8	i	-2	i	i	i	i	i
57	COC(=O)N/N=C(\C)c1ccc(Br)cc1	i	4	i	6	i	-6	i	i	i	i	i
58	CCOc1ccc(CCNC(=O)C2CCN(S(=O)(=O)N3CCOCC3)CC2)cc1OCC	i	-3	i	-7	i	-4	i	i	i	i	i
59	O=C(COc1ccc(F)cc1)N(c1ccccn1)C1CCCCC1	i	7	i	3	i	-7	i	i	i	i	i
60	O/N=C1\CCCc2c1nc(-c1ccccc1F)n2O	i	/	i	-16	i	-8	i	i	i	i	i
61	COc1ccc(Cl)cc1S(=O)(=O)N(C)CC(=O)NCc1ccc2c(c1)OCO2	i	0	i	14	i	-6	i	i	i	i	i
62	Cc1ccc(S(=O)(=O)Nc2cc(S(=O)(=O)N3CCCCC3)ccc2N2CCOCC2)cc1	i	-1	i	1	i	-1	i	i	i	i	i
63	CSCC(C)N1CCC(n2nccc2NC(=O)CCc2ccccc2)CC1 (stereo not given)	i	-9	i	-2	i	-8	i	i	i	i	i

Screens from PubChem BioAssay.
